D2 PAM = HTS Assay for Positive Allosteric Modulators of the Human D2 Dopamine Receptor: Primary Screen for Potentiators; 0.34% of 340,000 active; D(2) dopamine receptor (Homo sapiens), P14416; potentiation, % at 10 µM; AID 485347, 2010; HEK293 T-REx D2, calcium flux, EC20 dopamine potentiation;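 active = potentiation over 3 SD above the plate norm, cut at about 30% in these data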; note: 0% is about no effect
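Potentiation of an EC20 dopamine calcium response is measured in a force-coupled, tetracycline-inducible Hek293 Trex D2 line. Compound-only kinetic reads over 180 s flag agonists before dopamine addition.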
D1 agonist = Allosteric Agonists of the Human D1 Dopamine Receptor: qHTS | 1% of 360,000 active | HEK293 T-REx D1 cells, calcium flux, agonist mode | activation, % at 2 µM | D(1A) dopamine receptor (Homo sapiens), P21728; in the data active = activation above about 30%; note: 0% is about no effect
Target sequence (P21728 whole entry, looked up): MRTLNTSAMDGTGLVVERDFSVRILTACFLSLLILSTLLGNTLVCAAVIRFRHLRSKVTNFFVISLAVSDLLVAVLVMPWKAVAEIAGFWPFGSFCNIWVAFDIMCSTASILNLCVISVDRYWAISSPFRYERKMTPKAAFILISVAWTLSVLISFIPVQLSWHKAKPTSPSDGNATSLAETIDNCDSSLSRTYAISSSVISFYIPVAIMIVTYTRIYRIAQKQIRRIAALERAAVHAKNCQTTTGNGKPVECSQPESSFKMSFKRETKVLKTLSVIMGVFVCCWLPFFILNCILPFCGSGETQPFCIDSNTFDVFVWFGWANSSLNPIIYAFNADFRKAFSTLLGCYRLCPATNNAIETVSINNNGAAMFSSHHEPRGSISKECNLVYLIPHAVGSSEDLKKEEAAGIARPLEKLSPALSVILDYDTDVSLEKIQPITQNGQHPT
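Tetracycline-induced HEK293 TREx D1 cells, force-coupled to calcium signalling, were dye-loaded with a no-wash calcium kit. Compound was pin-added after a 10 s baseline. Fluorescence was read kinetically at 1 cycle/s for 180 s, with calcium rises flagged as agonism.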
Glioma ERSR ind = qHTS for Inducers of the Endoplasmic Reticulum Stress Response (ERSR) in Human Glioma: qHTS; U87-MG GRP78 promoter luciferase reporter, 16 h; Potency, µM, without a hit: at the highest dose activation, actives largely listed as activators; 0.02% of 420,000 active; AID 602332, 2012; note: potency is the fitted concentration of half-maximal effect; series mostly up to about 76 µM; % of control where 0% means no effect; nearly all actives have a fitted effect of over 35% in size
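Stably transfected U87-MG human glioma cells carrying a GRP78-based luminescent sensor were seeded at 1000 cells/well, pin-dosed with compounds and incubated 16 h. Luciferase reagent was then added, and end-point luminescence was read after 10 min at room temperature.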
Vif-APOBEC3G blk = qHTS for Inhibitors of Vif-A3G Interactions: qHTS; DNA dC->dU-editing enzyme APOBEC-3G (Homo sapiens), Q9HC16; HeLa A3G-eYFP + Vif (tagged APOBEC3G with the HIV-1 protein that degrades it), YFP fluorescence, overnight; Potency, µM (top dose mostly 46.1 µM), without a hit: at the top dose activity, negative = active, usual class: inhibitors; 0.076% of 410,000 active; AID 602310, 2012;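 note: potency is the fitted concentration of half-maximal effect; % is set by controls: 0 for no effect and ±100 for the full control effect; nearly all actives have a fitted effect of over 60% in size; hits raise eYFP signal because A3G escapes Vif-driven loss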
Target sequence (Q9HC16 whole entry, looked up): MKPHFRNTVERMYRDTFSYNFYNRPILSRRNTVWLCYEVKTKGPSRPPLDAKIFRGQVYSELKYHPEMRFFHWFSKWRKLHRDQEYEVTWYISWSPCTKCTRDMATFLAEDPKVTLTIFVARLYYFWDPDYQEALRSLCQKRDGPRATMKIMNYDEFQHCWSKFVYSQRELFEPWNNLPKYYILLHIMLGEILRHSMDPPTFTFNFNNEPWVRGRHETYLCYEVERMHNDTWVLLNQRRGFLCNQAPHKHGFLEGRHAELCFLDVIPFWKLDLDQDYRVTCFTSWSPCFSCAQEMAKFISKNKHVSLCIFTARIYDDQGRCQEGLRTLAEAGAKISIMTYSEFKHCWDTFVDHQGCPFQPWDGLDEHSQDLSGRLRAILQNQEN
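HeLa cells stably expressing Vif and C-terminally eYFP-tagged A3G, seeded overnight at 37 deg C, then exposed to compound by pintool overnight at 37 deg C. Rise in yellow fluorescence (Ex 488/Em 500-530, Acumen) marks blocked Vif-driven A3G degradation.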
D1 antag = Antagonist of Human D 1 Dopamine Receptor: qHTS | D(1A) dopamine receptor (Homo sapiens), P21728 | HEK293 TREx D1 cells, calcium flux, dopamine EC80; stronger effect = lower value | activity change, negative = inhibition, % at 10 µM | 3.2% of 360,000 active | AID 504652, 2011; in the data active = activity change below about -30%; note: % is set by controls: 0 for no effect and ±100 for the full control effect
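Compound effects on dopamine-evoked calcium signalling were measured in tetracycline-induced HEK293 Trex D1 cells. Dopamine at EC80 followed a 180 s compound pre-read, and fluorescence was tracked kinetically for 180 s more.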
RXFP1 antag = qHTS Assay for Antagonists of the Relaxin Receptor RXFP1 | Relaxin receptor 1 (Homo sapiens), Q9HBX9 | HEK293-RXFP1, relaxin-stimulated cAMP HTRF, 30 min; stronger effect = lower value | activity change, negative = inhibition, % at 57.5 µM | 0.59% of 350,000 active;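 active = activity change of -60% or lower, but not beyond a set lower limit; inconclusive = change between -60% and -40%, or beyond the set limit; inactive = change above -40%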; note: % is set by controls: 0 for no effect and ±100 for the full control effect
Vif-A3F inh = qHTS for Inhibitors of Vif-A3F Interactions: qHTS; HeLa A3F-eYFP + Vif (tagged APOBEC3F with the HIV-1 protein that degrades it), YFP fluorescence increase; Potency, µM (titrated, usually from 46.1 µM), for the others: top-dose activity, negative = active; 0.2% of 390,000 active; note: potency is the fitted concentration of half-maximal effect; % of control where 0% means no effect; nearly all actives have a fitted effect of over 65% in size
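HeLa cells stably expressing Vif plus C-terminally eYFP-tagged A3F were seeded, incubated overnight at 37 deg C, dosed with compound, incubated overnight again at 37 deg C. Yellow fluorescence (Ex 488/Em 500-530) reported blocked Vif-mediated A3F-eYFP degradation.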
D1 PAM = Potentiators of Human D1 Dopamine Receptor: qHTS; potentiation, % at 10 µM; D(1A) dopamine receptor (Homo sapiens), P21728; 0.036% of 360,000 active; HEK293 TREx D1 cells, calcium flux, dopamine EC20 potentiation; in the data active = potentiation above about 30%; note: 0% is about no effect
RXFP1 agonist = qHTS Assay for Agonists of the Relaxin Receptor RXFP1; Potency, µM (doses to about 57.5 µM), without a hit: top-dose activation, hits mostly activators; 0.3% of 370,000 active; AID 2676, 2010; HEK293T-RXFP1 cAMP TR-FRET, 30 min; response scale: percent of porcine relaxin response, buffer zero; Relaxin receptor 1 (Homo sapiens), Q9HBX9; note: potency is the fitted concentration of half-maximal effect; % is set by controls: 0 for no effect and ±100 for the full control effect; nearly all actives have a fitted effect of over 60% in size; many of its hits are not listed in these tables
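HEK293T cells stably expressing RXFP1 were pretreated with the PDE4 inhibitor Ro 20174, exposed to compounds for 30 min at 37C, lysed, and cAMP was read by TR-FRET. Data normalized to buffer (basal) and 29 nM porcine relaxin (100%).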
An asterisk follows results filed as active; ? = inconclusive; / = no result given. Unless noted, calls come from the whole dose curve; as a rule, active = well fitted curve in the direction sought with a large enough effect; inconclusive = small, poorly fitted or top-dose-only effect, or another doubt; inactive = no such curve, though single readings can be large; an effect the other way counts as inactive or inconclusive. Only part of the results is shown; the hit share may differ from the screen's.

Screens in order – D1 PAM	RXFP1 antag	D1 agonist	D2 PAM	Vif-A3F inh	D1 antag	Vif-APOBEC3G blk	RXFP1 agonist	Glioma ERSR ind
1) O=Cc1cn(Cc2ccc([N+](=O)[O-])cc2)c2ccccc12
    -3	-5	15	21	-5%	-8	-11%	0.3%	-4%
2) COC(=O)c1cccc(N=Cc2c(O)n(Cc3ccc(F)cc3)c(=O)[nH]c2=O)c1
    -5	-25	3	-5	4%	16	2%	-1.1%	-1%
3) O=C(C[N+]12CCC(CC1)C(O)C2)c1ccc(Br)cc1 (centres undefined)
    3	8	2	/	-7%	7	-7%	2.7%	-2%
4) Cc1nc2cc(C(F)(F)F)ccc2n1C1CCN(Cc2nnnn2CCc2ccccc2)CC1
    2	-17	1	-1	-9%	-15	-9%	0.3%	-6%
5) CCCCN1CCC(C#N)(Nc2ccccc2)CC1
    -3	0	1	-1	-2%	-15	-1%	1.8%	-4%
6) CC(C)(O)/C=C/C(=O)C(C)(O)C1C(O)CC2(C)C3CC=C4C(C=C(O)C(=O)C4(C)C)C3(C)C(=O)CC12C (centres undefined)
    /	-8	/	/	6%	/	-16%	/	-14%
7) COc1ccccc1N=C1SCCCN1C
    -7	-5	2	1	4%	-10	0%	1.0%	-5%
8) CNC(=O)O/N=C(\N)Cc1csc2ccc(Cl)cc12
    -3	-37	1	-3	0%	1	-13%	0.7%	7%
9) CCn1c(O)c(N=Nc2cccc(S(=O)(=O)N3CCOCC3)c2)c(=O)n(CC)c1=S
    -6	-1	1	-8	-14%	8	2%	-3.2%	-2%
10) CC(=O)c1ccc(OC(NC(=O)c2ccco2)C(Cl)(Cl)Cl)cc1 (centres undefined)
    -2	3	7	32*	-12%	-20	0%	-2.1%	-2%
11) Cc1cccc(-n2c(/C=C/c3cccc4ccccc34)nc3ccccc3c2=O)c1
    -2	-30	-2	-1	-2%	1	-3%	1.9%	-5%
12) CN1Cc2c(c(C#N)c(N)n(C)c2=S)CC1(C)C
    -8	5	10	2	-6%	0	7%	8.0%	-1%
13) Cc1ccc(-n2c(-c3cccs3)nc3ccccc3c2=O)cc1
    3	/	0	7	4%	-4	1%	0.4%	-3%
14) CCOC(=O)c1ccc2c(c1)n(Cc1ccccc1)c(C)[n+]2CC
    0	4	7	5	12%	25	-6%	1.4%	-1%
15) CNC(=O)OCc1n(C)cc[n+]1C
    0	9	7	6	-3%	-10	-1%	-1.3%	-3%
16) O=S1(=O)N(Cc2ccccc2Cl)CCCN1Cc1ccccc1Cl
    3	/	19	6	3%	-3	3%	-1.7%	-2%
17) Cn1cc(C(=O)OCC(=O)NC2(C#N)CCCC2)c2ccccc21
    -10	6	1	13	-4%	-7	-5%	-0.9%	-5%
18) O=c1c2ccccc2nc(-c2ccco2)n1-c1ccncc1
    -6	2	2	-14	1%	-7	-1%	-1.4%	1%
19) CC=C(C)C(=O)OC1CCN2CC=C(COC(=O)C(O)(C(C)OC)C(C)(C)O)C12 (centres undefined)
    /	-6	/	/	2%	/	0%	/	-4%
20) CCCCn1c(NS(=O)(=O)c2ccccc2)c(C(=O)OCC)c2nc3ccccc3nc21
    -4	2	15	13	-2%	-8	-19%	10%	0%
21) O=C(N/N=C/c1c(O)n(CCc2ccccc2)c(=O)[nH]c1=O)c1ccccc1
    5	10	1	-20	-4%	0	0%	2.7%	-1%
22) COc1ccccc1OCC#CCN1CCCC(C)C1 (centres undefined)
    0	-2	3	-38	1%	-15	-8%	2.2%	3%
23) Cc1ccc(C(=O)COC(=O)Cc2ccccc2)cc1
    1	-13	0	6	2%	2	0%	-2.3%	0%
24) CC(C)N1C(=O)/C(=C/C=C/c2ccco2)C(=O)N(Cc2ccco2)C1=O
    2	-77*	10	3	?	2	?	0.4%	?
25) COc1ccc(O)c2c(=O)c3c(OC)cc4c(c3oc12)C1C=COC1O4 (centres undefined)
    5	10	0	2	-2%	-1	-1%	0.5%	0%
26) OCCNc1c2c(nc3ccccc13)CCCC2
    -1	3	1	-4	/	1	-2%	0.4%	-3%
27) C=CCn1c(O)c(C(CC)=Nc2ccc(N(CC)CC)cc2)c(=O)[nH]c1=O
    -3	1	3	17	-3%	0	1%	-1.3%	-3%
28) CCOP(=O)(Cc1cc(C(=O)CC)c(C)o1)OCC
    1	1	1	4	-3%	0	1%	2.7%	-1%
29) Cc1cc(/C=C2\C(=O)NC(=O)N(c3ccc(Cl)cc3)C2=O)c(C)n1-c1cccc(C(=O)O)c1
    -6	7	0	0	-7%	3	-9%	-0.4%	1%
30) COc1cc(C=C2C(=O)NC(=O)NC2=O)cc(OC)c1OC
    9	0	3	8	-2%	2	-5%	-1.0%	2%

Overlap with the part before: two entries, followed by the next part.
Screens in order – D1 PAM	RXFP1 antag	D1 agonist	D2 PAM	Vif-A3F inh	D1 antag	Vif-APOBEC3G blk	RXFP1 agonist	Glioma ERSR ind
29) Cc1cc(/C=C2\C(=O)NC(=O)N(c3ccc(Cl)cc3)C2=O)c(C)n1-c1cccc(C(=O)O)c1
    -6	7	0	0	-7%	3	-9%	-0.4%	1%
30) COc1cc(C=C2C(=O)NC(=O)NC2=O)cc(OC)c1OC
    9	0	3	8	-2%	2	-5%	-1.0%	2%
31) NCCc1c[nH]c2ccc(OCc3ccccc3)cc12
    -2	10	2	6	1%	-5	-3%	0.2%	2%
32) CCCN(CCC)C(=O)Cc1c(-c2ccc(Cl)cc2)nc2c(Cl)cc(Cl)cn12
    1	/	6	13	-6%	6	1%	7.1%	-4%
33) Cc1ncc(CN2CCCC(C(=O)c3sccc3C)C2)s1 (centres undefined)
    -3	7	3	-25	?	-14	0%	0.6%	1%
34) O=C(c1ccccc1)c1cn(CC(=O)N2CCOCC2)c2ccccc12
    8	4	5	-9	2%	-19	0%	0.0%	-5%
35) CCCCC(=O)N/N=C/c1c(O)n(-c2cccc3ccccc23)c(=O)[nH]c1=O
    -2	3	3	-4	4%	18	-4%	2.7%	1%
36) CCOCC1(CCc2ccccc2)C(=O)NC(=S)NC1=O
    /	-4	/	/	6%	/	-3%	/	-7%
37) O=c1[nH]c2c(c(=O)n1C1CCCCC1)CCC2
    0	29	4	-23	1%	-22	3%	0.8%	-5%
38) C[C@]12CCC3C(CC[C@H]4C[C@@H](O)[C@H](O)C[C@]34C)C1CC[C@@H]2O (some centres undefined)
    /	-9	/	/	-25%	/	5%	/	-5%
39) O=C(Cc1ccccc1)Oc1ccc(N2C(=O)C3CCCCC3C2=O)cc1 (centres undefined)
    1	-4	4	1	0%	-5	-1%	-0.6%	0%
40) CCN(c1ccc(C(O)(C(=O)OC)C(F)(F)F)cc1)S(=O)(=O)c1ccc(C)cc1 (centres undefined)
    -4	-3	3	-13	0%	/	0%	1.5%	-4%
41) O=C1CC(N2CC2)C(=O)N1c1ccccc1 (centres undefined)
    /	1	/	/	-10%	/	0%	/	-7%
42) CN1CC(Br)C(=O)NC1=O (centres undefined)
    /	13	/	/	-17%	/	0%	/	-3%
43) COC(=O)C1=C(c2ccc(-c3ccccc3)c(F)c2)C[C@@H]2CC[C@H]1N2C(=O)NCc1ccc(F)cc1
    -1	/	6	-4	-5%	-1	-5%	0.0%	-4%
44) Cc1ccc2cc(C=C(C#N)C#N)c(Cl)nc2c1
    -7	-6	7	-2	?	4	-21%	5.1%	-3%
45) COCCCn1c(N)c(C(=O)OC(C)COC)c2nc3ccccc3nc21 (centres undefined)
    -4	-6	0	-2	-7%	-32*	0%	4.5%	-2%
46) CCOc1ccc(N2C(=O)NC(=O)/C(=C\c3ccc(N4CCOCC4)cc3C)C2=O)cc1
    0	-12	1	-17	-7%	6	1%	-2.8%	-2%
47) Cc1ccc(-c2c(C)n3c4c(=O)n(C)c(=O)n(C)c4nc3n2CCO)cc1
    -1	-9	8	-4	1%	-11	-6%	?	-3%
48) COc1ccc(C=C(C#N)c2ccc(OC)cc2)cc1
    /	4	/	/	?	/	-20%	/	-3%
49) COC(=O)C1=C(c2ccc3ccccc3c2)C[C@@H]2CC[C@H]1N2C(=O)NCc1ccc(C(F)(F)F)cc1
    1	/	4	-4	0%	20	-9%	-0.1%	0%
50) CCC(C)NC(=O)c1c(N)n(Cc2ccc3c(c2)OCO3)c2nc3ccccc3nc12 (centres undefined)
    3	-4	2	-7	?	21	-17%	7.0%	0%

An excerpt of these results, with bars between the fields:
entry | mol | D1 PAM | RXFP1 antag | D1 agonist | D2 PAM | Vif-A3F inh | D1 antag | Vif-APOBEC3G blk | RXFP1 agonist | Glioma ERSR ind
47 | Cc1ccc(-c2c(C)n3c4c(=O)n(C)c(=O)n(C)c4nc3n2CCO)cc1 | -1 | -9 | 8 | -4 | 1% | -11 | -6% | ? | -3%
48 | COc1ccc(C=C(C#N)c2ccc(OC)cc2)cc1 | / | 4 | / | / | ? | / | -20% | / | -3%

Source: PubChem BioAssay (National Center for Advancing Translational Sciences (NCATS))
